Screening data from PubChem.
Anthrax LF prot = anthrax lethal factor protease inhibition; multiplex microsphere protease cleavage assay, LF; inhibition, % at 10 µM; 360,000 compounds, 0.12% hits; AID 588501; further: plate controls were buffer without enzyme for full effect and enzyme alone for no effect
Target sequence (P15917 whole entry, looked up): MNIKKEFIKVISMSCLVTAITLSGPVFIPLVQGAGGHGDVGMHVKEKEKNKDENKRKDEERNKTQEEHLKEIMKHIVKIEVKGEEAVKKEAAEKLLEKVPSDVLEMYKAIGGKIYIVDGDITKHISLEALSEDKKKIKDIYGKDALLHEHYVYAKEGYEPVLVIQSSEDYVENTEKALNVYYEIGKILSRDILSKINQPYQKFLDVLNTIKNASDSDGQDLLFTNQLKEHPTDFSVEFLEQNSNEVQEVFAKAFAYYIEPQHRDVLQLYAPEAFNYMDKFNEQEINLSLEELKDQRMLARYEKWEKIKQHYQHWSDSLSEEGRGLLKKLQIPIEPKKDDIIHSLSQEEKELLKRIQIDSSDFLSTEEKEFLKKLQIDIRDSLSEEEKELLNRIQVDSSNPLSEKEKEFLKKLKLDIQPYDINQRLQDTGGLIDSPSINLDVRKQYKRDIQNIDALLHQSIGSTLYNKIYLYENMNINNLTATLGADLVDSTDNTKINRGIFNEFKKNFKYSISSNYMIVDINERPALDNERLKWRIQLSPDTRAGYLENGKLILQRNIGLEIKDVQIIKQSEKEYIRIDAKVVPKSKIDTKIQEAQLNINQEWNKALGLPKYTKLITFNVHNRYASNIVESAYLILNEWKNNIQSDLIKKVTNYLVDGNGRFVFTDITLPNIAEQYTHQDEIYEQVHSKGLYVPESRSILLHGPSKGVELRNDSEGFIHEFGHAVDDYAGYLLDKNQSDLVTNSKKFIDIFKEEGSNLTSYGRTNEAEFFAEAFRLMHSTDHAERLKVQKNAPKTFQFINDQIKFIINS
BoNT A protease = BoNT A light chain protease inhibition. multiplex microsphere protease substrate cleavage, flow cytometry. inhibition, % at 10 µM. 360,000 compounds, 0.17% hits. AID 588499; further: plate controls were buffer without enzyme for full effect and enzyme alone for no effect
Mtb UGM inh = Mtb UDP-galactopyranose mutase inhibition; inhibition, % at 10 µM; purified UGM, fluorescence polarization probe displacement; AID 504406; P9WIQ1; 320,000 compounds, 0.06% hits; in the data active means inhibition above about 10%, passing the limit was not always enough; inconclusive means no clear call, values can overlap the other calls
FBA Mtb inh = inhibitors of M. tuberculosis fructose-bisphosphate aldolase; P9WQA3; purified M. tuberculosis FBA, fluorescence read-out; inhibition, % at 1 µM; 360,000 compounds, 2.3% hits; AID 588726; in the data active means inhibition above about 27%;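 further: 0% = vehicle and 100% = reference inhibitor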
Target sequence (P9WQA3 whole entry, looked up): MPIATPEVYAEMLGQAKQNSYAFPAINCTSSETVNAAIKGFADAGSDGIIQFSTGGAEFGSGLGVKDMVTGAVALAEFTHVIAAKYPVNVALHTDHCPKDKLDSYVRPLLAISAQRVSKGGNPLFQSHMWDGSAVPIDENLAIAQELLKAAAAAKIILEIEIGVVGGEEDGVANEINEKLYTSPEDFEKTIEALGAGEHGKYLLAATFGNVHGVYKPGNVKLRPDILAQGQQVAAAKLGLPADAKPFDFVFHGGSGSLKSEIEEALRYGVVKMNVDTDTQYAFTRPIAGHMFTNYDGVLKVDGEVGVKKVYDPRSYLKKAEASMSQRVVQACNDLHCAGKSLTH
FadD28 binding = blocks FadD28 binding to the bisubstrate probe | 360,000 compounds, 0.22% hits | inhibition, % at 12.5 µM | fluorescence polarization; in the data active means inhibition above about 8.5%, passing the limit was not always enough; inconclusive means no clear call, values can overlap the other calls
BoNT-F LC inh = BoNT F light chain protease inhibition | Multiplex microsphere protease cleavage assay, flow cytometry | inhibition, % at 10 µM | 360,000 compounds, 0.22% hits | AID 588497; in the data active means inhibition above about 35%, passing the limit was not always enough; inconclusive means no clear call, values can overlap the other calls; further: plate controls were buffer without enzyme for full effect and enzyme alone for no effect
Mtb BioA inh = BioA (M. tuberculosis) enzyme inhibition | purified M. tuberculosis BioA enzyme, plate reader | 360,000 compounds, 0.096% hits | inhibition, % at 9.99 µM | AID 602481; in the data active means inhibition above about 40%; inconclusive means no clear call, values can overlap the other calls
GDH-TPI inh = GDH-TPI coupled enzyme inhibition counter-screen. GDH-TPI coupled enzyme counterscreen, NADH absorbance. inhibition, % at 4.8 µM. 360,000 compounds, 1.2% hits; in the data active means inhibition above about 30%;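 further: 0% = DMSO wells and 100% = wells lacking the enzyme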
PfHsp40 yeast = restores yeast growth despite PfHsp40 toxicity. S. cerevisiae expressing PfHsp40, growth rescue, ATP luminescence. growth rescue, % at 12.5 µM. 340,000 compounds, 0.68% hits; in the data active means growth rescue above about 28%, passing the limit was not always enough; inconclusive means no clear call, values can overlap the other calls;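 further: yeast W303a lacking pdr1 and pdr3 grown in galactose medium; growth measured after three days at 30 °C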
Numbers without * were called inactive; ? = inconclusive; · = no result given; + = active, no number. Unless noted, no stated cut-off is given here; in the data, active means inhibition above about 30%; inconclusive means no clear call, values can overlap the other calls; inactive means below that.

Fields: Anthrax LF prot | BoNT A protease | Mtb UGM inh | FBA Mtb inh | FadD28 binding | BoNT-F LC inh | Mtb BioA inh | GDH-TPI inh | PfHsp40 yeast
- O=C(/C=C/c1ccccc1)NC(NC(=S)Nc1cccc(Cl)c1)C(Cl)(Cl)Cl (stereo unspecified)
 : -2 | 0.5 | 0.6 | 0 | -1.2 | -14 | -2.5 | 10 | -1.6
- COCC(=O)OCC(=O)Nc1cc(C(C)(C)C)nn1-c1ccccc1
 : -4 | 0.6 | -2.2 | 2 | -2.1 | -5 | · | -1 | -1.1
- COC(=O)CSc1nc2[nH]ncc2c(=O)[nH]1
 : -1 | -3.0 | 0.9 | 2 | -1.2 | -14 | · | -1 | -0.9
- Cc1cc(C)c(C(=O)COC(=O)c2cccc(S(=O)(=O)NCc3ccccc3)c2)cc1C
 : 0 | -0.6 | 2.7 | 2 | -3.6 | 0 | -1.1 | 7 | 1.1
- O=C(CN(Cc1ccco1)C(=O)CNS(=O)(=O)c1ccccc1)NCc1ccccc1
 : -1 | -0.4 | 3.3 | -2 | -5.2 | ? | 0.5 | -4 | 0.7
- O=C1CC(=O)N(c2ccccc2)C(=O)N1c1ccccc1
 : 5 | 4.6 | -1.7 | 0 | 0.7 | 5 | -3.1 | -4 | 0.8
- O=C(Nc1cc2c(cc1Br)OCCO2)c1ccco1
 : 2 | -0.4 | 1.3 | 0 | · | -1 | -1.8 | -8 | 0.4
- O=C(Nc1ccc(N2CCCCC2)c(Cl)c1)c1ncn[nH]1
 : -6 | -0.2 | -0.8 | 1 | -1.1 | -5 | · | 3 | -0.3
- Cc1cccc(NC(=S)NNC(=O)c2ccc3c(c2)OCO3)c1
 : 0 | -4.2 | 0.8 | 0 | 2.6 | -24 | · | -1 | -1.5
- O=C(N/N=C/c1ccc(F)cc1)c1ccc(Br)cc1
 : -1 | 0.1 | 1.6 | 2 | -2.2 | 0 | -1.6 | -5 | 0.9
- CCCCNC(=O)C(=O)N/N=C/c1ccc(OCC(=O)Nc2cccc(OC)c2)c(OC)c1
 : 0 | -0.4 | 0.6 | -1 | -2.6 | 0 | · | 8 | -0.3
- COc1ccc(Cn2c(=N)c(C(=O)NC3CCCCC3)cc3c(=O)n4ccccc4nc32)cc1
 : 10 | 8.3 | 5.6 | 1 | -2.3 | 7 | -0.9 | 6 | 2.1
- Clc1ccccc1OCCCCn1ccnc1
 : -3 | -0.2 | 2.6 | 2 | 0.2 | -8 | · | 5 | -0.6
- Cc1cc(NC(=O)Cc2ccccc2[N+](=O)[O-])no1
 : -5 | -7.1 | 0.6 | 0 | -2.7 | ? | -1.4 | -1 | -0.7
- CC(NC(=O)/C(C#N)=C/c1cccs1)c1ccccc1 (stereo unspecified)
 : -10 | 0.0 | 3.1 | 2 | 0.8 | 0 | · | 15 | -1.1
- O=C1OCCN1c1ccccc1
 : 4 | 0.3 | · | -3 | -3.6 | 1 | -0.7 | 5 | -0.8
- N#C/C(=C\c1c(N2CCN(c3ccccc3)CC2)nc2ccccn2c1=O)C(N)=O
 : -1 | -2.3 | -1.6 | 21 | -1.9 | -16 | 3.8 | 15 | 0.7
- COc1ccc(CN2C(=O)c3cccnc3C2=O)cc1S(=O)(=O)NCc1ccc(C)cc1
 : -4 | -0.1 | -1.1 | -2 | -3.3 | -3 | -0.6 | 0 | -1.7
- O=S1(=O)N=C(N(CCO)/N=C/c2ccccc2)c2ccccc21
 : -5 | -0.5 | · | 2 | 1.1 | -5 | · | 17 | -0.6
- CCCc1cc(=O)oc2c3c(cc(OCC(=O)NCC4CCC(C(=O)O)CC4)c12)OC(C)(C)CC3 (stereo unspecified)
 : -2 | -0.4 | 0.0 | + | -1.4 | -15 | 1.1 | 19 | 1.3
- COc1ccc(C(=O)OCC(=O)N2C(C)CCCC2C)cc1[N+](=O)[O-] (stereo unspecified)
 : -4 | -0.4 | -0.4 | 1 | -1.7 | -4 | · | 10 | -0.2
- Cc1ccsc1C(=O)OCC(=O)c1cc2ccccc2o1
 : -11 | -0.7 | 2.1 | 0 | -0.9 | -9 | 1.2 | 6 | 2.4
- CC(C)OCCCNC(=O)C1CC(=O)N(C2CCCCCCC2)C1 (stereo unspecified)
 : -4 | 1.2 | 1.4 | -2 | -3.2 | 0 | · | -1 | -1.6
- Cc1cc(Cl)cc(C)c1OCC(=O)N1CCN(c2ncccn2)CC1
 : -4 | -2.2 | 0.4 | 3 | -3.7 | -4 | 0.2 | -8 | 2.2
- COc1ccc(OC)c2sc(N3CCN(C(=O)c4ccc5ncsc5c4)CC3)nc12
 : 3 | 1.3 | -0.2 | -2 | -0.8 | 2 | 0.6 | 3 | 0.8
- COCCn1c(N)c(Sc2ccc(C)cc2)c(=O)[nH]c1=O
 : 0 | -0.9 | -0.7 | 1 | · | 0 | 2.4 | 1 | 0.0
- Cc1cc(C)cc(OCc2nnc(SCC(=O)N3CCCCC3)o2)c1
 : -11 | 0.6 | 0.6 | -5 | -5.3 | 11 | 1.1 | 4 | 0.3
- CN(C1=NS(=O)(=O)c2ccccc21)c1ccc(OC(=O)c2ccccc2)cc1
 : -2 | 0.2 | 4.7 | 5 | -1.8 | -8 | 2.3 | 5 | -0.6
- CCCCCOc1ccc(/C=N/NC(=O)c2nnn(-c3nonc3N)c2CN2CCCCCC2)cc1
 : -6 | -1.2 | -0.8 | 2 | -0.2 | -3 | 0.0 | -1 | -1.3
- C(=N\n1cnnc1)/c1cccc(OCCOc2ccccc2)c1
 : -4 | -0.1 | -0.8 | 12 | -2.8 | -2 | 2.0 | 3 | 1.3
- Cc1cccc(NC(=O)CSc2ccc(-c3ccc4c(c3)OCO4)nn2)c1C
 : 1 | -1.1 | 0.8 | 0 | -1.4 | 1 | -0.3 | 3 | -0.8
- Cc1nn(CC(=O)Nc2cc(S(=O)(=O)N3CCOCC3)ccc2Cl)c(C)c1[N+](=O)[O-]
 : · | · | -3.7 | 0 | -0.2 | · | -0.2 | -1 | -0.4
- CCOC(=O)Cc1nnc(NC(=O)CCc2ccccc2)s1
 : 5 | 1.0 | -1.3 | -1 | -3.4 | 8 | · | 4 | 0.5
- COc1ccc(C(OC(=O)c2ccco2)C(=O)NC(C)(C)C)cc1 (stereo unspecified)
 : -2 | -0.3 | -2.1 | -1 | -1.3 | -5 | 2.1 | 3 | 1.6
- CCC(C)NS(=O)(=O)c1ccc(OCC(=O)NCc2ccco2)cc1 (stereo unspecified)
 : 0 | -0.5 | -0.1 | -2 | 0.8 | -6 | · | 6 | -0.3
- COc1ccc(-c2cnc(SCC(=O)Nc3ccc4c(c3)OCO4)n2Cc2ccco2)cc1
 : -7 | -1.0 | · | 3 | -2.2 | -17 | 0.6 | 5 | ?
- Cc1cc(NC(=O)COC(=O)/C=C/c2ccc(C)o2)no1
 : 0 | -1.2 | 2.5 | -4 | -3.9 | -5 | -1.0 | 16 | -0.8
- CCN(c1ccccc1)S(=O)(=O)c1ccc(C(=O)NCC2(N(C)C)CCCCC2)cc1
 : -5 | -0.3 | -2.5 | 2 | -3.4 | -1 | 1.6 | 6 | -1.0
- CC(C)C1C(=O)N(Cc2cn(CCC3OCCO3)nn2)CCS(=O)(=O)N1Cc1ccc(-c2ccccc2C(F)(F)F)cc1 (stereo unspecified)
 : -4 | -0.4 | · | 1 | -13 | -8 | 0.6 | · | ·
- CNc1ccc(Br)cc(C(=O)/C=C/c2ccc(Cl)cc2Cl)c1=O
 : 10 | 24 | 0.2 | -3 | 3.0 | -2 | · | 3 | ?
- CCN1C(=O)c2cccc3c(S(=O)(=O)NCc4ccccn4)ccc1c23
 : 7 | 1.3 | 2.1 | 24 | -1.6 | -2 | · | 18 | -0.5
- COC(=O)c1cc2ccsc2n1CC(=O)N(C)c1ccccc1
 : -1 | 0.7 | -0.3 | -1 | -0.2 | -4 | 7.0 | 3 | 0.7
- OCCNCc1cccc(OCc2ccccc2Cl)c1
 : -3 | -0.6 | -2.1 | 5 | -0.6 | -9 | · | -3 | -1.2
- CC1=NN(C(N)=S)C(=O)C1N=Nc1ccc(F)cc1 (stereo unspecified)
 : -3 | 0.5 | · | -2 | 0.6 | -30 | -2.0 | 4 | -2.4
- O=C(CCCOC(=O)c1ccc(O)cc1)c1ccccc1
 : -4 | -0.1 | 0.7 | -2 | -1.7 | -5 | 0.2 | 9 | -1.9

A stretch from further up, as a working copy:
Fields: Anthrax LF prot | BoNT A protease | Mtb UGM inh | FBA Mtb inh | FadD28 binding | BoNT-F LC inh | Mtb BioA inh | GDH-TPI inh | PfHsp40 yeast
- Cc1cccc(NC(=O)CSc2ccc(-c3ccc4c(c3)OCO4)nn2)c1C
 : 1 | -1.1 | 0.8 | 0 | -1.4 | 1 | -0.3 | 3 | -0.8
- Cc1nn(CC(=O)Nc2cc(S(=O)(=O)N3CCOCC3)ccc2Cl)c(C)c1[N+](=O)[O-]
 : · | · | -3.7 | 0 | -0.2 | · | -0.2 | -1 | -0.4

The list goes on:
Fields: Anthrax LF prot | BoNT A protease | Mtb UGM inh | FBA Mtb inh | FadD28 binding | BoNT-F LC inh | Mtb BioA inh | GDH-TPI inh | PfHsp40 yeast
- CCOc1ccc(C(C)=O)cc1Cc1c(O)[nH]c(=S)[nH]c1=O
 : 1 | -4.6 | 2.8 | 1 | 0.0 | ? | -1.2 | 3 | -0.5
- OCCNc1cc(-n2nc(-c3ccccc3)cc2-c2ccccc2)ncn1
 : -6 | -1.6 | 2.3 | -2 | -2.6 | -12 | 5.1 | 5 | -0.9
- CN(C)C(=S)NC1(C)CCS(=O)(=O)C1 (stereo unspecified)
 : 4 | 0.5 | 0.9 | -2 | -3.3 | ? | -1.1 | -9 | -1.5
- Cc1cc(C)n(CC2CC(=O)N(c3ccccc3)C2=O)n1 (stereo unspecified)
 : -10 | 0.9 | -0.8 | -2 | -0.5 | -2 | · | 4 | -1.1
- COc1cc(/C=C/C(=O)O)cc(S(=O)(=O)NNC(=O)c2cc(C)oc2C)c1OC
 : -3 | -0.4 | 5.1 | 2 | -1.5 | 0 | -1.8 | 19 | 0.2
- Cc1ccc(NC(=O)C2CCCN2C(=O)c2cccs2)c(C)c1 (stereo unspecified)
 : -9 | -1.3 | 0.8 | -3 | 1.5 | 3 | -1.1 | -5 | -1.5
- C=CCNc1nc(N)c([N+](=O)[O-])c(NCc2ccccc2)n1
 : -4 | -9.9 | 1.5 | -1 | -1.1 | -9 | · | 20 | -0.6
- Cc1cc(OCc2cn3cccnc3n2)ccc1Cl
 : 0 | 0.7 | 2.4 | 8 | -1.5 | -10 | · | 6 | 0.0
- CCn1c(SCC(=O)Nc2cc(NC(C)=O)ccc2OC)nnc1-c1cccnc1
 : -3 | 1.8 | 0.3 | -1 | -2.6 | -3 | 2.6 | -2 | 0.4
- O=C(COC(=O)CC1CC2CCC1C2)Nc1cc([N+](=O)[O-])ccc1F (stereo unspecified)
 : -5 | -1.0 | -4.1 | -3 | -0.7 | -2 | 0.9 | 2 | 0.4
- N#Cc1ccsc1NC(=O)CCS(=O)(=O)c1ccccc1
 : · | · | 5.2 | 4 | -0.9 | · | -1.2 | 10 | -1.1
- CCOc1ccccc1NC(=O)Cn1c(=O)sc2ccccc21
 : 5 | 0.7 | -0.7 | 6 | -0.1 | -2 | · | -1 | -0.3
- COc1cccc(C=NCCCN=Cc2cccc(OC)c2O)c1O
 : -30 | -1.2 | -3.5 | -2 | -2.7 | -19 | · | -8 | -1.5
- COc1ccc(NC(=O)CN(C)CC(=O)NCCc2ccc(F)cc2)cc1
 : · | · | · | 1 | -6.1 | · | 1.3 | -2 | 1.0
- CCN(CC(=O)Nc1c(F)cccc1F)C(=O)CNC(=O)c1ccc(Br)o1
 : -4 | -0.4 | 1.2 | 4 | 0.1 | 1 | -0.6 | 7 | 1.0
- CCOC(=O)c1c(CSc2ccccc2)n(C)c2cc(Br)c(OCC(O)CNC(CO)(CO)CO)cc12 (stereo unspecified)
 : -4 | -0.5 | 2.0 | -1 | -9.6 | -13 | 0.4 | 2 | -1.0
- Cc1ccccc1CSc1nnnn1-c1ccc(C(N)=O)cc1
 : 7 | 0.1 | -2.2 | 1 | -2.3 | 13 | 1.0 | 5 | -0.2
- Cc1sc2nc(CN3CCOCC3)nc(N3CCOCC3)c2c1C
 : -3 | -0.4 | 1.6 | 0 | -1.7 | -3 | 0.7 | -8 | 0.1
- COc1ccc(C)cc1NC(=O)C(=O)NNC(=O)c1ccco1
 : -2 | 0.4 | 0.3 | -1 | -4.5 | -6 | -2.0 | 12 | -2.5
